# High-throughput results: PubChem, Small Molecule Screening Facility, UW Madison
# SSB-PriA inh: inhibitors of Klebsiella pneumoniae PriA binding to SSB C-terminal tail, primary screen, biochemical, AlphaScreen; inhibition, % at 33 µM; PriA–SSB C-terminal tail interaction (Klebsiella pneumoniae); 430,000 compounds, 0.6% hits; AlphaScreen SSBct-PriA binding, biotinylated peptide; AID 1272365, 2023; in the data active = inhibition mostly above about 37%, no sharp cut-off; inactive = mostly below about 20%;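 also: plate controls were negative control peptide for no effect and reference peptide for full effect; strong numbers were not always called active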
# Active calls of the source: *; i = inactive; & = joins results of further samples. This is a subset; count on the stated rates, not on these rows.
Molecule | SSB-PriA inh
CCCCN1C(=O)c2cccc3c(NC(=O)c4ccc(C#N)cc4)ccc1c23 | -20
CCCOc1ccc(C2NC(=O)NC(C)=C2C(=O)OC2CCCC(C)C2)cc1 (configuration not stated) | -6
O=C(Cc1csc2nc(-c3ccccc3)cn12)NC1CCCCCC1 | -17
O=C(COc1ccccc1F)Nc1cccc(N2CCCS2(=O)=O)c1 | -14
O=C(Nc1ccc(-c2ccc3nnc(-c4cccs4)n3n2)cc1)c1cccnc1Cl | 7
CC(C)(C)C(=O)NCCOc1ccc2nnc(-c3ccccc3)n2n1 | -14
O=C(O)C1CCc2sc(-n3cccc3)nc21 (configuration not stated) | -14
O=C(Nc1cc(-n2ccc3ccccc32)ncn1)c1cc(=O)[nH]c(=O)[nH]1 | -13
Cc1cc2ncc(CCCNC(=O)c3cnn(-c4ccccc4)n3)cn2n1 | 1
O=C(Nc1ccc2c(c1)C(=O)N1CCCCC1CCO2)c1cc2ccccc2s1 (configuration not stated) | -9
COc1ccc(OC)c(-n2c(CNC(=O)c3ccc(C)c([N+](=O)[O-])c3)nnc2SCC(=O)Nc2nnc(C)s2)c1 | -4
Cc1ccc(-n2nnc(-c3nc(-c4ccc5c(c4)OCO5)cs3)c2C)cc1C | -10
Cc1c(C)n2c3c(=O)n(CC(=O)c4ccc(Cl)cc4)c(=O)n(C)c3nc2n1C | -1
CC(C)(C)c1cc[n+](C2=C([O-])c3ccccc3C(=O)C2=NS(=O)(=O)c2cccs2)cc1 | 6
Cc1ccc(-n2c(SCC(=O)Nc3cccc(C(F)(F)F)c3)nc3c(c2=O)SCC3)cc1 | 0
CCN1CCOc2ccc(NC(=O)c3ccccc3Cl)cc2C1=O | -8
Cc1sc2ncnc(SCC(=O)NCC3CCCO3)c2c1-c1ccc(Cl)cc1 (configuration not stated) | 3&8
O=C(c1ccccc1Cl)c1cc(Cl)ccc1NC(=O)c1cccn(OCc2ccc(F)cc2)c1=O | -2
CCOC(=O)CC(NC(=O)c1cc2cccc(OC)c2oc1=O)c1ccccc1Cl (configuration not stated) | 7
COc1ccc(S(=O)(=O)CCCC(=O)Nc2nnc(-c3ccc4c(c3)OCO4)o2)cc1 | -37

# Continuation:
Molecule | SSB-PriA inh
CO[C@@](C)(CNC(=O)C(=O)Nc1ccccc1SC)c1ccccc1F | -12
COC(=O)NCCn1nc(C(F)(F)F)c2c1CCCC2 | 2
O=C(Cc1cc(-c2ccccc2)on1)N1CCOCC1 | -12
COc1cc(C=NNC(=O)CN(Cc2ccco2)S(=O)(=O)c2ccccc2)ccc1O | 10
O=C(Cc1csc(NC(=O)c2ccsc2)n1)NCCC(c1ccccc1)c1ccccc1 | -5
Cc1ccc(N2CCn3c2nnc(C(=O)NCC2CCCO2)c3=O)cc1 (configuration not stated) | -8
Cc1ccc(S(=O)(=O)/C(C#N)=C/N2CCN(c3cccc(Cl)c3)CC2)cc1C | 4
CCOC(=O)c1cc(=O)c2cc(F)ccc2[nH]1 | -7
CN(C)S(=O)(=O)c1ccc(NC(=O)Nc2ccc(Cl)cc2)cc1 | -5
COc1c(Cl)ccc(Cl)c1C(=O)NC(C)C | 1
COc1cc2c(cc1OC)C(COc1cccc(C(F)(F)F)c1)N(C(=O)c1ccc(Cl)cc1Cl)CC2 (configuration not stated) | -1
O=S(=O)(CCc1ccccc1)NCC(c1cccs1)N1CCOCC1 (configuration not stated) | -8
CCC(=O)NC(C)c1nc2ccccc2n1Cc1ccc(Cl)cc1 (configuration not stated) | 1
C=CCN(CC=C)S(=O)(=O)c1ccc(C(=O)Nc2nnc(-c3cc(Cl)ccc3Cl)o2)cc1 | -14
Clc1cccc(-n2ncc3c(Nc4ccc(Br)cc4)ncnc32)c1 | -20
COc1ccccc1NC(=O)c1ccn(C)n1 | 2
O=C(NCCn1ccc(-c2ccccn2)n1)NC1CCCCCC1 | 0
CCCc1oc2ccc(NS(=O)(=O)c3ccc(F)cc3C)cc2c1C(=O)OCC | 3
Cc1ccc(C)c2sc(N(Cc3ccccn3)C(=O)Cc3ccccc3)nc12 | 3
O=C(CCCSc1nc2sc3c(c2c(=O)[nH]1)CCCC3)NCCO | -10

# Other structures follow.
Molecule | SSB-PriA inh
Cc1ccc(NC(=O)c2n[nH]c3ccccc23)cc1 | -22&2
CC1(C)OC2OC(C(=O)NCc3nc4ccccc4n3Cc3ccccc3)C3OC(C)(C)OC3C2O1 (configuration not stated) | -1
O=C(NCC1CCCO1)C(=O)Nc1ccc(F)c(Cl)c1 (configuration not stated) | 1
COc1cccc(-c2csc(/C(C#N)=C\c3cccs3)n2)c1 | -25
CC(=NNC(=O)CC(C)C)c1ccc(N2CCCCC2)cc1 | -7
O=C(NCCNS(=O)(=O)c1ccc2c(c1)CCCC2)c1ccc(NC(=O)C2CC2)cc1 | -22&-20
O=C(c1ccc2nsnc2c1)N1CCSC1c1cccc(F)c1 (configuration not stated) | -1
COc1ccc(Br)c(C(=O)NCCc2nc(C)cc(C(F)(F)F)n2)c1 | -13
Cc1nc(SCC(=O)c2cc(C)n(-c3cccc(C(F)(F)F)c3)c2C)c2cc(-c3ccccc3)sc2n1 | -5
O=C(NN=Cc1cn(Cc2ccccc2)c2ccccc12)c1ccncc1 | 17
O=C(NCC1CCN(C(=O)c2cccnc2)CC1)c1cc(-c2ccccc2)on1 | -12
O=C(NCC[C@H](O)C1CC1)c1ccc(Cl)cc1Cl | -4
CN(C)c1cccc(C(=O)NCC2(Sc3ccccc3)CCOCC2)c1 | 3
COc1ccc(OC)c2sc(N(Cc3ccccn3)C(=O)c3ccc(C#N)cc3)nc12 | 4
COCc1c(C(=O)NN=Cc2ccco2)nnn1-c1nonc1N | -10
Cn1cc(S(=O)(=O)NCc2ccnc(-c3cccs3)c2)cn1 | 16
CCn1ccnc1N1CCN(C(=O)c2ccccc2SC)CC1 | -5
O=C(Cn1cc(S(=O)(=O)Cc2ccccc2Cl)c2ccccc21)NCc1ccccc1 | -5
COc1cc(C=NNc2ccc([N+](=O)[O-])cc2S(=O)(=O)N2CCOCC2)cc(OC)c1OC | 0
COc1ccccc1NS(=O)(=O)c1ccc(N/N=C/c2ccccc2O)c([N+](=O)[O-])c1 | i

# Following part.
Structure,SSB-PriA inh
COc1ccc(N2CC(NC(=O)C3CCc4nc(C)[nH]c4C3)CC2=O)cc1 (configuration not stated),-1
Cc1nn(C)cc1C=NNC(=O)c1csc2c1CCCC2,2
NC(=NNC(=O)c1ccccc1)c1cc2ccccc2oc1=O,-7
O=C(O)CCC(=O)Nc1nccs1,4
CC(NC(=O)C(=O)NN=Cc1ccc(Cl)cc1)c1ccccc1 (configuration not stated),-7
CC1Oc2ccccc2C=C1C=NNC(=O)c1ccccc1 (configuration not stated),-19
COc1cccc2cc(C(=O)Nc3ccccc3C)c(=NNS(=O)(=O)c3ccccc3)oc12,-1
CNC(=O)CS(=O)(=O)C1CCN(C(=O)C2c3ccccc3Oc3ccccc32)CC1,-10
COc1ccccc1NC(=O)CSc1ccc(-n2cccn2)nn1,-11
Cc1nnsc1C(=O)NCCn1ccc(-c2ccccn2)n1,-6
O=C(c1cccc2ccccc12)N(CCc1cccs1)C1CC1,-18
O=C(Nc1cc(N2CCCC2)ncn1)c1cc2ccccc2o1,45

# Next part:
Structure,SSB-PriA inh
Cc1ccc(NC(=O)CN2CCC(C(=O)NCc3cccnc3)CC2)c(C)c1,-24
COc1ccc(/C=N/Nc2ccccc2[N+](=O)[O-])c(C(=O)O)c1OC,i
Cc1cc(C(=O)N2CCC(S(=O)(=O)c3nccn3C)CC2)no1,-1
CCc1c2c(nc3sc(C(=O)Nc4ccc(-c5nc6ccccc6s5)cc4)c(N)c13)CC(C)(C)CC2=O,-3
O=C(Cc1ccc(F)cc1)NCCc1ccc(N2CCCC2)cc1,4
CS(=O)(=O)N1CCC(C(=O)NCc2nn(C3CCCC3)c(=O)c3ccccc23)CC1,-7
CC(C)(C)n1ncc2c(=O)n(NC(=O)c3cccc(C(F)(F)F)c3)cnc21,-8
COCCN1CCC(CNC(=O)c2ccc(C)c(C)c2)CC1,-12&-7
Cc1nn(C)c(C(=O)NN=Cc2ccc(-c3ccccc3)cc2)c1Cl,0
CCCCCCN=C1CC(C)(C)CC(=O)C1=C(O)CCC,-11
COc1ccc(C)c2sc(N(CCN3CCOCC3)C(=O)c3ccno3)nc12,4
CCOc1cc(C(=O)Oc2coc(CSc3nnc(NC(=O)CC)s3)cc2=O)cc(OCC)c1OCC,-8

# Further entries follow:
Structure,SSB-PriA inh
O=c1ccc(-c2ccncc2)n[nH]1,-18
COC(=O)c1cc(Cl)c(NC(=O)CN2C(=O)c3ccccc3C2=O)cc1OC,2
CCNC(=S)NN=Cc1cccc(C)c1,-2
COc1cc2nc(SCc3cc(=O)n4cc(Cl)ccc4n3)n3nc(C)nc3c2cc1OC,-5
NC(=O)c1ccsc1NC(=O)c1ccc2ncsc2c1,-12
O=C(C1CC1)N1CCc2ccc(NS(=O)(=O)C3CCCCC3)cc21,-6
CCC(C)c1ccc(O)c(C=NO)c1 (configuration not stated),-8
O=C(NCC[C@H](O)c1ccc2c(c1)OCO2)Nc1ccccc1F,0
N#Cc1ccc(OCC(=O)NN=C(CCC(=O)O)c2cccs2)cc1,-6
COc1cc(N2CCN(C(=O)c3cccc(Cl)c3)CC2)nc(C)n1,-13
Cn1nc(C(=O)Nc2ccc(Cl)c(Cl)c2)ccc1=O,2
O=C(NCc1nnc2ccc(-c3cccs3)nn12)c1cc(C2CC2)[nH]n1,7

# (listing goes on)
Structure,SSB-PriA inh
Cc1ccc(-c2csc(NC(=O)Nc3ccccc3)n2)cc1,-9
Cn1cc(C(=O)N2CCOCC2)cc(NC(=O)c2ccc(C(C)(C)C)cc2)c1=O,-13
O=C(Nc1ccc2c(c1)CCCN2S(=O)(=O)c1cccs1)c1cccc(Br)c1,-21
O=C(CSC1CCCC1)NCC(O)c1csc2ccccc12 (configuration not stated),-27
COC(CNS(=O)(=O)c1cn(C)c(=O)n(C)c1=O)OC,-13
O=C(NCC(=O)N1CCO[C@H](c2ccccc2)C1)C(=O)Nc1ccon1,-10
CCOC(=O)c1ccc(NC(=O)CC2SC(=NN=C3NC(=O)CS3)NC2=O)cc1 (configuration not stated),-16
Cc1cc(C)n(-c2ccc(=O)n(CCNC(=O)COc3ccc(C)c(C)c3)n2)n1,-10
O=C(Nc1ncnc2sccc12)c1ccc([N+](=O)[O-])o1,-3
CC(=O)Nc1cc(C)nn1-c1nc2ccc(F)cc2s1,-3
NC(N)=NN=Cc1ccc(Cl)cc1Cl,-8
O=C(NCCc1c[nH]c2ccccc12)C(=O)NCc1ccccc1Cl,12

# (next part)
Structure,SSB-PriA inh
COc1ccc(OCc2nc(C#N)c(N3CCCC3)o2)cc1,80*
Nc1nc(SCC(=O)NCC2CCCO2)[nH]c(=O)c1NC(=O)c1ccc(Cl)cc1 (configuration not stated),6
O=C(Nc1nc(-c2csc(NC(=O)c3cccc(C(F)(F)F)c3)n2)cs1)c1cccc(C(F)(F)F)c1,-7
CCOc1ccc(S(=O)(=O)NCCc2ccc(N3CCCC3)cc2)cc1F,18
COc1cn(C)c(C(=O)Nc2ccccc2C(N)=O)cc1=O,6
COc1c(C)cc(S(=O)(=O)Nc2ccc3c(c2)N(CCC(C)C)C(=O)C(C)(C)CO3)cc1C,-2
Cc1nnsc1C(=O)NC1CCC(Oc2cnccn2)CC1 (configuration not stated),-8
CCn1ccc(C(=O)Nc2cccc(C)c2C)n1,-22&-9
O=C1CCSCC(C(=O)NCc2nc(-c3ccccc3)no2)N1 (configuration not stated),-30
O=S(=O)(NN=C1CC(c2ccccc2)Oc2ccccc21)c1ccccc1 (configuration not stated),9
Cc1cc(NC(=O)c2cccn(Cc3ccccc3Cl)c2=O)no1,-4
O=c1nc2n(c3ccccc13)CC/C2=C\c1cccs1,10

# The listing continues:
Structure,SSB-PriA inh
O=C(COc1ccc(Cl)cc1)NCc1nnc(SCC(=O)Nc2ccc(OC(F)(F)F)cc2)o1,-11
CC(C)/C(C=O)=C(\NC1CCCCC1)c1ccccc1,6
CNC(=O)Cn1cnc2c(cnn2-c2cccc(C)c2C)c1=O,-8
CC(=NNC(=O)c1ccoc1C)c1ccc(Cl)s1,-14
COCC(=O)N1CCCc2ccc(NS(=O)(=O)c3ccc(OC)cc3OC)cc21,-2
CCCN1CCCc2cc(CCNS(=O)(=O)c3ccc(F)c(C)c3)ccc21,59*
O=C(Nc1nc(-c2ccccn2)cs1)c1ccc(Cl)c(S(=O)(=O)N2CCCC2)c1,61
O=C(c1ccc(Cn2ccnc2)cc1)N1CCCC[C@H](c2ccc(F)cc2)C1,32*
COc1ccc(Cl)cc1C(=O)Nc1ccc2c(c1)N(C)C(=O)C(C)(C)CO2,16
O=C(N/N=C\c1ccc(Br)cc1)c1ccco1,5
O=C(NCc1ccc2c(c1)OCO2)C(=O)NCC(O)(c1ccco1)C1CC1 (configuration not stated),-19
O=C(O)c1cc(C(=O)O)c(C(=O)O)nc1C(=O)O,-20
CC1CN(S(=O)(=O)c2ccc(C(=O)Nc3ccc4sccc4c3)cc2)CC(C)O1 (configuration not stated),10
CC(=NNc1nc(-c2ccc(C)cc2C)cs1)c1cc2ccccc2oc1=O,-9

# As entered above:
# SSB-PriA inh, CC(C)/C(C=O)=C(\NC1CCCCC1)c1ccccc1 stands at 6
# SSB-PriA inh, COCC(=O)N1CCCc2ccc(NS(=O)(=O)c3ccc(OC)cc3OC)cc21 stands at -2

# Gathered by group, the compounds so far containing a furan ring, fused or not.
Structure,SSB-PriA inh
COc1cc(C=NNC(=O)CN(Cc2ccco2)S(=O)(=O)c2ccccc2)ccc1O,10
CCCc1oc2ccc(NS(=O)(=O)c3ccc(F)cc3C)cc2c1C(=O)OCC,3
COCc1c(C(=O)NN=Cc2ccco2)nnn1-c1nonc1N,-10
O=C(Nc1cc(N2CCCC2)ncn1)c1cc2ccccc2o1,45
O=C(Nc1ncnc2sccc12)c1ccc([N+](=O)[O-])o1,-3
CC(=NNC(=O)c1ccoc1C)c1ccc(Cl)s1,-14
O=C(N/N=C\c1ccc(Br)cc1)c1ccco1,5
O=C(NCc1ccc2c(c1)OCO2)C(=O)NCC(O)(c1ccco1)C1CC1 (configuration not stated),-19
